# TexasRed fluor: counter-screen for TRb-SRC2 inhibitors: fluorescence interference | TRb/SRC2 Texas Red total fluorescence interference | Potency, µM (top dose mostly 106 µM), for inactives: top-dose fluorescence change, negative = quenching | actives 0.29% (n = 280,000) | AID 1479; active = well fitted curve in either direction with a large enough effect; inconclusive = small, poorly fitted or top-dose-only effect
#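 Human TRb ligand-binding domain at 0.6 uM with 20 nM Texas Red SRC2 peptide in Tris buffer containing 1 uM T3 and 5% DMSO, incubated with compound 5 h at ambient temperature. Total fluorescence (555/632 nm) calculated as parallel + 2 × perpendicular.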
# Tau fibril ThT: tau fibrillization inhibition (ThT binding) | P10636 | recombinant tau K18 P301L, heparin-induced fibrillization, ThT fluorescence | Potency, µM (series often up to 57.4 µM), for inactives: at the highest dose activity, negative = inhibition, hits mostly inhibitors | actives 2.1% (n = 270,000) | AID 1460; also: nearly all actives have a fitted effect of over 55% in size
# Target sequence (P10636 561-689 P618L limits assumed): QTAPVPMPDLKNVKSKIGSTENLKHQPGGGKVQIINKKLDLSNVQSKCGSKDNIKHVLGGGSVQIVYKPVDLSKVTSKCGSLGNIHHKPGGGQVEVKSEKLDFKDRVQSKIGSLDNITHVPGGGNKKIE
#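 ThT emission at 510 nm, taken 1 hr after adding 30 uM dye, quantifies aggregates formed when 20 uM heparin acts on human tau K18 P301L for 6 hr at 37 C.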
# Tau fluor counter: counter-screen for tau fibril formation inhibitors | tau K18 P301L (four-repeat tau fragment) Alexa594 fluorescence, heparin fibrillization | AID 1463 | Potency, µM (series often up to 57.7 µM), for the others: at the top dose activity change, negative = decrease | actives 0.93% (n = 280,000); also: nearly all actives have a fitted effect of over 55% in size
#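 Human K18 P301L tau (15 uM unlabeled plus 0.24 uM Alexa 594-labeled, final) in 100 mM sodium acetate pH 7 was mixed with compound and 20 uM heparin and incubated 6 hr at 37 C.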
# aGal spleen mod: alpha-galactosidase A (human) modulation. P06280. human spleen homogenate, 4MU-alpha-Gal fluorescence, 40 min. Potency, µM (top dose mostly 80 µM), without a hit: at the highest dose activity change, negative = inhibition, actives largely listed as inhibitors. actives 0.008% (n = 240,000). AID 2107;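 also: 0% = enzyme with vehicle and -100% = no enzyme basal signal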
# Target sequence (P06280 32-429 limits assumed): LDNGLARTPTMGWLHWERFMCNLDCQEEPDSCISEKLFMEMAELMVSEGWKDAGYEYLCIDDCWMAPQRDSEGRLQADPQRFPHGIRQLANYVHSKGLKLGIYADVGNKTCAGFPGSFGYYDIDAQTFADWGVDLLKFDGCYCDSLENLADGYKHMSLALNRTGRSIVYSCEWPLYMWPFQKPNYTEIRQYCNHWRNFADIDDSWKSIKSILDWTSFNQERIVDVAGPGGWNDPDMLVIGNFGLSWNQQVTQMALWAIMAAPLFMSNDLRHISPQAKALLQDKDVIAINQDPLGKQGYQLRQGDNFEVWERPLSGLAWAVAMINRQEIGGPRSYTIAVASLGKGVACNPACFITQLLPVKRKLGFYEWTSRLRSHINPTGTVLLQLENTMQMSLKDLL
#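 Fluorogenic readout (Ex 365/Em 440 nm) of 4-methylumbelliferone released from 1 mM 4-MU-alpha-galactoside by spleen homogenate, 40 min at 37C, pH 5.0. Data normalized to no-enzyme and enzyme controls; Hill-equation AC50 from compound titrations.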
# ALDH1A1 inh: inhibitors of human aldehyde dehydrogenase 1A1; P00352; Purified ALDH1A1, NADH fluorescence, propionaldehyde substrate; Potency, µM (highest dose often 75.3 µM), without a hit: at the highest dose activity, negative = inhibition, hits mostly inhibitors; actives 7.3% (n = 220,000); AID 1030; active = well fitted inhibition curve with a large enough effect, not every such curve was filed as active; inconclusive = small, poorly fitted or top-dose-only effect, or another doubt; inactive = no such curve, though single readings can be large or run the other way;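 also: plate controls were no enzyme wells and a reference inhibitor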
# L3MBTL1 inh: L3MBTL1 (human) inhibition | actives 0.66% (n = 230,000) | Q9Y468 | AlphaScreen L3MBTL1–H3K9me1 peptide binding | Potency, µM (series often up to 57.1 µM), for the others: at the highest dose activity, negative = inhibition, most hits filed as inhibitors; also: nearly all actives have a fitted effect of over 60% in size
#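 Displacement of a biotinylated histone H3(1-15) peptide monomethylated at Lys9 (75 nM) from L3MBTL1 (50 nM) was measured by AlphaScreen after a 30 min room-temperature compound incubation; cefsulodin titration served as intraplate control.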
# TRb SRC2 PPI: disrupts binding of human TR beta to SRC2; P10828; TRbeta-SRC2 peptide binding, fluorescence polarization; receptor liganded with 1 µM T3; Potency, µM (doses to about 106 µM), for inactives: at the top dose activity change, negative = inhibition, most hits filed as inhibitors; actives 0.065% (n = 280,000); AID 1469;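 also: plate controls were bound peptide for no effect and peptide without receptor for full effect; nearly all actives have a fitted effect of over 50% in size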
# Target sequence (P10828 whole entry, looked up): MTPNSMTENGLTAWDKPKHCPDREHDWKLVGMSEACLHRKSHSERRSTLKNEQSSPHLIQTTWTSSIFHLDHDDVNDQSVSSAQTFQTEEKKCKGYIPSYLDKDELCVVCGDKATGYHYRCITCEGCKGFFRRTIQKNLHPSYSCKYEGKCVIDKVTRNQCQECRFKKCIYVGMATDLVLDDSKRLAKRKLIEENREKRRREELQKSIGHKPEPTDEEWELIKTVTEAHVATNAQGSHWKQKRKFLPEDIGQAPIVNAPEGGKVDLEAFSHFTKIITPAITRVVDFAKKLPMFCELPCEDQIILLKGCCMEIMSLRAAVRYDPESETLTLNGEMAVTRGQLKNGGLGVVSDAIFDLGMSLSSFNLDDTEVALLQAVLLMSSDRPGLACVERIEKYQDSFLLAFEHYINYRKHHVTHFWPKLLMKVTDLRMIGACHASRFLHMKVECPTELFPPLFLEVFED
#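 Quantitative HTS by FP: 0.6 uM TRb LBD, 20 nM labeled SRC2 20-mer, 1 uM T3, 5% DMSO; 5 hr ambient incubation; % activity per concentration and potencies from concentration series.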
# Tau FP inhib: tau fibrillization inhibition (FP); actives 0.39% (n = 280,000); K18 P301L tau heparin fibrillization, Alexa594 FP, 6 h; Potency, µM (series often up to 57.7 µM), inactives show at the top dose activity, negative = inhibition, most hits filed as inhibitors; P10636; AID 1468; also: nearly all actives have a fitted effect of over 55% in size
#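 Human K18 P301L fragment (15 uM unlabeled plus 0.24 uM Alexa 594-labeled) in 100 mM sodium acetate pH 7 with compound, aggregation induced by 20 uM heparin for 6 hr at 37 C. ThT (30 uM) added for 1 hr, then Alexa 594 FP read.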
# An asterisk follows results filed as active; ? = inconclusive; / = no result given; & = joins results of further samples; [ ] = remark or other dose. Unless noted, calls follow the shape of the dose curve; as a rule, active = well fitted curve in the direction sought with a large enough effect; inconclusive = small, poorly fitted or top-dose-only effect, or another doubt; inactive = no such curve, though single readings can be large; an effect the other way counts as inactive or inconclusive. Unless noted, % is scaled to controls: 0 for no effect and ±100 for the full control effect; potency is read from the fitted curve at half-maximal effect.
cpd | smiles | TexasRed fluor | Tau fibril ThT | Tau fluor counter | aGal spleen mod | ALDH1A1 inh | L3MBTL1 inh | TRb SRC2 PPI | Tau FP inhib
1 | Cc1ccsc1/C=N\NC(=O)CCc1c(C)n[nH]c1C | -3% | 2% | 3% | 6% | 11% | 6% | -4% | 1%
2 | CCCn1nnnc1NC(=O)c1ccc2ccccc2c1 | -2% | -7% | -4% | 4% | 0% | 14% | 7% | -1%
3 | COc1nc(NC(C)(C)C)nc(Oc2ccc(=O)n(C)n2)n1 | 0% | -9% | -7% | -4% | 1% | / | 1% | 4%
4 | Cn1c(=O)c2c(nc(CN3CCC(C(N)=O)CC3)n2CCc2ccccc2)n(C)c1=O | 0% | -10% | -6% | 8% | 4.5µM* | -1% | -15% | ?
5 | COc1ccccc1C1CN(c2ccccc2)N=C1c1cccs1 (centres undefined) | -3% | -12% | ? | ? | ? | / | -2% | ?
6 | CCOc1ccc(CCN2CN(CC)CNC2=S)cc1OCC | -1% | -11% | -4% | -6% | 8% | / | 0% | 4%
7 | FC(F)(F)c1cc(NCc2cccs2)n2ncnc2n1 | 1% | 0% | -5% | -1% | -11% | 37%[activator] | 9% | 1%
8 | CN(C)C=NC(=O)/C(C#N)=C1\CCc2ccccc2N1 | -4% | -6% | 2% | -2% | -4% | 3% | -4% | -4%
9 | Cc1c(Cl)cccc1NC(=O)CN1C(=O)CSc2ccc(S(=O)(=O)N3CCCC3)cc21 | -3% | 0% | -22% | / | / | / | 2% | 5%
10 | COC(=O)C1=C(C)C(c2ccc(OC)cc2)NC(=O)N1 (centres undefined) | -1% | -3% | -2% | 1% | 8% | / | 2% | -1%
11 | Cc1nc(SC2CC(=O)N(c3ccccc3)C2=O)n[nH]1 (centres undefined) | -1% | 13% | 17% | 14% | 0.35µM* | 20% | -5% | 6%
12 | O=C(Nc1cccs1)NC1CCCC1 | 2% | ? | -28% | 3% | 7.1µM* | / | 3% | ?
13 | CCCCOc1ccccc1NC(=O)C=C(C)C | -1% | -10% | -6% | 1% | 2% | / | -1% | -5%
14 | CCOC(=O)N1CCN(C(=O)CSc2ncnc3ccccc23)CC1 | -1% | 3% | -3% | 8% | 3% | -7% | 5% | -5%
15 | O=C(CN1CCN(c2ccc(C(F)(F)F)cn2)CC1)NCc1ccc2c(c1)OCO2 | 0% | -11% | -10% | -4% | ? | -7% | -7% | 0%
16 | COc1ccc(/C=N/NC(=O)c2ccncc2)c(C(=O)O)c1OC | -1%&-2% | 0% | 1% | 5% | / | 4% | 10%&-2% | 4%
17 | CC(C)CCNS(=O)(=O)c1ccc(N2CCCCS2(=O)=O)cc1 | -1% | 2% | 2% | / | / | / | 4% | -5%
18 | O=C(O)C1CCCN1C(=O)c1cncc(Br)c1 (centres undefined) | -4% | -2% | 0% | 8% | 20µM* | 6% | -5% | 4%
19 | O=C(NCC(c1ccc2c(c1)OCO2)N1CCN(c2ccccc2)CC1)C(=O)Nc1ccccc1F (centres undefined) | -24% | ? | -27% | / | / | / | 4% | 4%
20 | Fc1ccc(CN2CCN(c3ncccn3)CC2)cc1 | 1% | -8% | -9% | 0% | -5% | / | -1% | 3%
21 | COc1ccc(NC(=O)c2nn(C34CC5CC(CC(C5)C3)C4)cc2[N+](=O)[O-])cc1 | -2% | -2% | -20% | 9% | 0.28µM* | -3% | 4% | 14%
22 | Cc1ccc(-n2nc3c(=O)n(CCCC(=O)NCc4ccc(F)cc4)nc(C)c3c2C)cc1 | -1% | -3% | -5% | / | / | / | -8% | 1%
23 | NC(=O)CSCc1c(Cl)cccc1Cl | 1% | -6% | 7% | 10% | 1% | 9%[11.4 µM] | 0% | 6%
24 | COC(=O)c1cn[nH]c1NC(=S)Nc1ccccc1C | 1% | -2% | -8% | -7% | ? | -10% | 1% | -1%
25 | CCOC(=O)C1=C(NC(=S)NC(=O)c2ccccc2)c2ccccc2CC1(C)CC (centres undefined) | -1% | -13% | -21% | 3% | 13µM* | -16% | 9% | -5%
26 | CCc1ccccc1-n1nnc(-c2nc(-c3ccccc3F)no2)c1C | -2% | 5% | -7% | / | / | / | -2% | -8%
27 | Cc1cccc(NC(=O)CN(C)S(=O)(=O)c2cnc[nH]2)c1 | -3% | -4% | -5% | 5% | -4% | -1% | 1% | -9%
28 | Cc1cc2c(cc(C(=O)O)n2C)s1 | 0% | -5% | -6% | 6% | 10% | / | -2% | -7%
29 | c1ccc(CCc2nc(-c3cccnc3)no2)cc1 | 3% | -15% | -5% | 0% | -2% | / | 1% | -1%
30 | CC(C)c1csc(CN2CCC(CO)(Cc3ccccc3)CC2)n1 | 3%[53 µM] | 4% | 2%[2.34 µM] | -2% | 15% | -13% | 11%[53 µM] | 6%

# In a second layout: results already given.
# Below each compound: TexasRed fluor	Tau fibril ThT	Tau fluor counter	aGal spleen mod	ALDH1A1 inh	L3MBTL1 inh	TRb SRC2 PPI	Tau FP inhib
[15] O=C(CN1CCN(c2ccc(C(F)(F)F)cn2)CC1)NCc1ccc2c(c1)OCO2
→ 0%	-11%	-10%	-4%	?	-7%	-7%	0%
[16] COc1ccc(/C=N/NC(=O)c2ccncc2)c(C(=O)O)c1OC
→ -1%&-2%	0%	1%	5%	/	4%	10%&-2%	4%
[17] CC(C)CCNS(=O)(=O)c1ccc(N2CCCCS2(=O)=O)cc1
→ -1%	2%	2%	/	/	/	4%	-5%
[18] O=C(O)C1CCCN1C(=O)c1cncc(Br)c1 (centres undefined)
→ -4%	-2%	0%	8%	20µM*	6%	-5%	4%
[19] O=C(NCC(c1ccc2c(c1)OCO2)N1CCN(c2ccccc2)CC1)C(=O)Nc1ccccc1F (centres undefined)
→ -24%	?	-27%	/	/	/	4%	4%
[20] Fc1ccc(CN2CCN(c3ncccn3)CC2)cc1
→ 1%	-8%	-9%	0%	-5%	/	-1%	3%
[21] COc1ccc(NC(=O)c2nn(C34CC5CC(CC(C5)C3)C4)cc2[N+](=O)[O-])cc1
→ -2%	-2%	-20%	9%	0.28µM*	-3%	4%	14%
[22] Cc1ccc(-n2nc3c(=O)n(CCCC(=O)NCc4ccc(F)cc4)nc(C)c3c2C)cc1
→ -1%	-3%	-5%	/	/	/	-8%	1%
[23] NC(=O)CSCc1c(Cl)cccc1Cl
→ 1%	-6%	7%	10%	1%	9%[11.4 µM]	0%	6%
[24] COC(=O)c1cn[nH]c1NC(=S)Nc1ccccc1C
→ 1%	-2%	-8%	-7%	?	-10%	1%	-1%
[25] CCOC(=O)C1=C(NC(=S)NC(=O)c2ccccc2)c2ccccc2CC1(C)CC (centres undefined)
→ -1%	-13%	-21%	3%	13µM*	-16%	9%	-5%
[26] CCc1ccccc1-n1nnc(-c2nc(-c3ccccc3F)no2)c1C
→ -2%	5%	-7%	/	/	/	-2%	-8%
[27] Cc1cccc(NC(=O)CN(C)S(=O)(=O)c2cnc[nH]2)c1
→ -3%	-4%	-5%	5%	-4%	-1%	1%	-9%
[28] Cc1cc2c(cc(C(=O)O)n2C)s1
→ 0%	-5%	-6%	6%	10%	/	-2%	-7%
[29] c1ccc(CCc2nc(-c3cccnc3)no2)cc1
→ 3%	-15%	-5%	0%	-2%	/	1%	-1%
[30] CC(C)c1csc(CN2CCC(CO)(Cc3ccccc3)CC2)n1
→ 3%[53 µM]	4%	2%[2.34 µM]	-2%	15%	-13%	11%[53 µM]	6%

# Next part
cpd | smiles | TexasRed fluor | Tau fibril ThT | Tau fluor counter | aGal spleen mod | ALDH1A1 inh | L3MBTL1 inh | TRb SRC2 PPI | Tau FP inhib
31 | Cc1ccc(C(=O)Nc2ccc3cn[nH]c3c2)cc1S(=O)(=O)N1CCCCC1 | 1% | ? | ? | 6% | ? | / | -3% | -6%
32 | COCCCn1c(N)c(-c2nc3ccccc3n2C)c2nc3ccccc3nc21 | -9% | 18µM* | 16µM*[quencher] | 3% | 12% | / | 5% | ?
33 | Nc1nnc(SCC(=O)N2CCc3ccccc3C2)s1 | -1% | 1% | 7% | -5% | 1% | -3% | -3% | 10%
34 | COc1ccc(C(=O)COc2ccccc2C#N)cc1 | -3% | / | -16% | -2% | / | / | -2% | 6%
35 | O=C1NC(=O)C2C3c4ccccc4C(c4ccccc43)C12 (centres undefined) | -1% | 2% | -1% | -2% | 2% | 4% | -6% | -7%
36 | CCC1=NN(C(=O)COc2ccccc2)C(O)(c2ccc(Br)cc2)C1 (centres undefined) | -1% | ? | 13% | -5% | -2% | 14% | -4% | 2%
37 | Cc1ccc(C(=O)C2C(c3cccs3)NC(=O)NC2(O)C(F)(F)F)cc1 (centres undefined) | 1% | 4% | 5% | -1% | ? | 1% | -24% | -5%
38 | Cc1ccc(NC(=O)/C=C/c2ccccc2)c(Br)c1 | 6% | -11% | -16% | / | / | / | -2% | ?
39 | Cc1ccc(NC(=O)c2ccn(C)n2)c(Br)c1 | -2% | -2% | -7% | -1% | 3% | ? | 5% | -11%
40 | CCN(CC)S(=O)(=O)c1cccc(S(=O)(=O)c2cccc(S(=O)(=O)N(CC)CC)c2)c1 | 0% | -2% | -13% | 7% | ? | 5% | 7% | 2%
41 | CC(O)CNc1ccc(-c2nn(C)c(=O)c3ccccc23)cc1[N+](=O)[O-] (centres undefined) | -5% | ? | 1% | -5% | 7.9µM* | -10% | -2% | 0%
42 | CCN1C(=O)/C(=C/C=C2\N(CC)c3cc(S(=O)(=O)N(C)C)ccc3N2c2ccccc2)SC1=S | 8% | ? | ? | 5% | / | ? | 6% | ?
43 | O=C(c1coc(=O)c(Br)c1)N1CCC(C(O)(c2ccccc2)c2ccccc2)CC1 | -1% | -13% | -6% | ? | ? | 3% | -3% | 7%
44 | CCN(CC)C(=O)c1ccccc1NC(=O)c1cccc(S(=O)(=O)N2CCC(C)CC2)c1 | -4% | -6% | -10% | / | / | / | -2% | 2%
